STEP inh = blocks human striatal-enriched tyrosine phosphatase | recombinant STEP, OMFP fluorogenic substrate, fluorescence | inhibition, % at 20 µM | actives 0.25% (n = 360,000) | AID 588621;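 active = inhibition at 20 µM, scaled per plate between control wells, above about 37%, limit read from the data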;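 also: 0% = DMSO with enzyme and substrate and 100% = substrate only without enzyme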
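material = STEP tyrosine phosphatase | reagent = fluorogenic phosphatase substrate OMFP at 25 µM final | doses = single compound dose of 20 µM, 1% DMSO final | schedule = 20 min reaction, room temperature, in the dark | measured by = fluorescence, 480/540 nm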
Scp-1 inhibitor = Scp-1 (human) phosphatase inhibition | Q9GZU7 | Recombinant Scp1, phosphopeptide, malachite green phosphate absorbance | inhibition, % at 20 µM | actives 0.88% (n = 340,000) | AID 493091;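 active = inhibition above about 50% at 20 µM, limit read from the data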;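 also: plate controls were DMSO wells with enzyme for no effect and wells lacking enzyme for full effect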
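Test system – truncated SCP-1 phosphatase (76-261aa) · Reagent – Phosphorylated 17-residue peptide substrate · Incubation – 45 min room-temperature reaction, 5 min colour, 30 min stabiliser · Detection – colorimetric phosphate reagent with accelerator and stabiliser, absorbance at 630 nm · Measure – % inhibition at 20 µM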
SUMO1-SIM PPI = alters human SUMO1 binding to SIM partners. P63165. actives 0.33% (n = 360,000). inhibition, % at 20 µM. SUMO1 binding to a labelled peptide, TR-FRET, 1 h; in the data active = inhibition above about 37%
Target sequence (P63165 whole entry, looked up): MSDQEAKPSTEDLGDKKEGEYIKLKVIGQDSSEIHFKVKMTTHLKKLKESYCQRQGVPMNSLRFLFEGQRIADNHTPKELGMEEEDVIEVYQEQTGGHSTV
NRP1-CendR mod = alters CendR peptide binding to human NRP-1 | actives 0.85% (n = 360,000) | inhibition, % at 25 µM | O14786 | AID 602438 | FAM-RPARPAR peptide binding to NRP-1, fluorescence polarization;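 active = inhibition or corrected inhibition above about 18%, plus a signal ratio from 0.5 to 1.5, limit read from the data, passing the limit was not always enough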; also: strong numbers were not always called active
LMPTP block = blocks human LMPTP phosphatase; P24666; recombinant LMPTP-A, OMFP fluorogenic substrate, fluorescence intensity; actives 0.22% (n = 360,000); inhibition, % at 20 µM;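 active = compounds that cut the enzyme signal by at least half of the control window in the single-dose screen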;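 also: plate controls were DMSO wells with enzyme plus substrate for no effect and substrate without enzyme for full effect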
Target sequence (P24666 whole entry, looked up): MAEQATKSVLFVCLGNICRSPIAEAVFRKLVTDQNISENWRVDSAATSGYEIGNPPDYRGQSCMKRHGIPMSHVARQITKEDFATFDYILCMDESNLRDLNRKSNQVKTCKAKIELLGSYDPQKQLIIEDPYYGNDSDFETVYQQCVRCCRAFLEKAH
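Test system: LMPTP-A, protein tyrosine phosphatase of low molecular weight; Input: 0.625 nM enzyme; Incubation: 50 min dark incubation at room temperature; Signal: endpoint fluorescence intensity from OMFP dephosphorylation; Read-out basis: % inhibition versus control wells.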
DNMT1 block = DNMT1 (human) enzyme inhibition | P26358 | DNMT1 molecular beacon, Hinp1I cleavage, fluorescence | inhibition (reported as % activation of signal), % at 10 µM | actives 0.83% (n = 360,000) | AID 588458; in the data active = inhibition above about 50%
NadD block = NadD (S. aureus) enzyme inhibition; purified NadD enzyme, colorimetric absorbance read-out; inhibition, % at 20 µM; actives 0.78% (n = 360,000); AID 602399; in the data active = inhibition above about 26%; also: some compounds past the cut are filed as inactive
SKN-1 inh = blocks SKN-1 activity in C. elegans | actives 0.49% (n = 360,000) | inhibition, % at 21.8 µM | C. elegans VP596 Pgst-4::GFP/RFP ratio, acrylamide-induced, 24 h;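 active = interference check ratio from 0.5 to 1.5 plus GFP to RFP signal ratio inhibition reaching or exceeding a fixed threshold, cut at about 30% in these data, passing the limit was not always enough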; also: some compounds called inactive have numbers as strong as hits
Neddylation inh = inhibitors of human cullin neddylation; TR-FRET cullin neddylation, biochemical; calls only at 25 µM; actives 0.58% (n = 360,000); AID 651699; in the data active = inhibition above about 36%
Target sequence (P61081 whole entry, looked up): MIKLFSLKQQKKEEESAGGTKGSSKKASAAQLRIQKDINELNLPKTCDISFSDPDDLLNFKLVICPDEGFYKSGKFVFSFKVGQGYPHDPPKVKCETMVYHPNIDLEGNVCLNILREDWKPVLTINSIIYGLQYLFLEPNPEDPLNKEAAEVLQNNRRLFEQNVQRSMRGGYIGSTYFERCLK
Target sequence (Q13564 whole entry, looked up): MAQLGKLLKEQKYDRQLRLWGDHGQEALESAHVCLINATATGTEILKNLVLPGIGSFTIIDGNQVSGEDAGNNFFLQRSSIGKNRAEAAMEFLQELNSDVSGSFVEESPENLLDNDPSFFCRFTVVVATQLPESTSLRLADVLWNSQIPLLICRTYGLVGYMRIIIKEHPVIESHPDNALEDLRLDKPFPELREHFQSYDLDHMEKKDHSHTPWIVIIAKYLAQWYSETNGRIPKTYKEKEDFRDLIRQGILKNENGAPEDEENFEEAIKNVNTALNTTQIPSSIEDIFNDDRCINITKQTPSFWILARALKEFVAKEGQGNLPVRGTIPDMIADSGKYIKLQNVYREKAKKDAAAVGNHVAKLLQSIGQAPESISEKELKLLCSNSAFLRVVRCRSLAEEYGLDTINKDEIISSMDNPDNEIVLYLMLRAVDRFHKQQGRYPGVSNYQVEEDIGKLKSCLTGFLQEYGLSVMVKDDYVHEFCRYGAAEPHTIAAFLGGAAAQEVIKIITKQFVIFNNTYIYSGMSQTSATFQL
Tb MetRS inh = Trypanosoma brucei MetRS inhibition; AID 624268; purified T. brucei MetRS, ATP depletion, Kinase-Glo luminescence; inhibition, % at 11.9 µM; actives 0.4% (n = 360,000);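 active = inhibition above a per-plate cutoff of the control wells' mean inhibition plus 3 SD, cut at about 5.5% in these data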;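 also: 0% = DMSO wells median and 100% = median of wells with control inhibitor compound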
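Test system – parasite MetRS enzyme · Reagent – substrates ATP, L-methionine and bulk Escherichia coli tRNA · Doses – 11.9 µM compound single dose, 0.9% DMSO · Times – 15 min enzyme-compound preincubation, 2 h reaction, 10 min detection, 25 °C · Signal – Kinase-Glo luminescence, ATP depletion format · Controls – DMSO-only wells as low control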
Starred values were filed as active, the others as inactive; i = inactive; . = no result given.

SMILES | STEP inh | Scp-1 inhibitor | SUMO1-SIM PPI | NRP1-CendR mod | LMPTP block | DNMT1 block | NadD block | SKN-1 inh | Neddylation inh | Tb MetRS inh
CC(C)c1ccc(N=Cc2c(O)c3ccccc3oc2=O)cc1 | 1 | -6 | -19 | -5 | 0.1 | 6 | -7 | -4 | . | -0.9
N#CCCn1nc(-c2ccccc2)cc1Nc1ccccc1NC(=O)c1cccs1 | -3 | -5 | 0 | 10 | 2.3 | -7 | 0 | 4 | i | -0.3
CCN(CC)CCN=CC1=C(O)CNC1=O | 3 | 0 | 1 | -2 | -3.7 | -4 | 5 | -9 | i | 0.6
CC1(C)CC(=O)/C(=C(\O)CCCN2C(=O)c3ccccc3C2=O)C(=NCC(=O)O)C1 | 1 | -9 | -3 | 8 | -1.2 | -2 | -3 | -1 | i | 0.1
COC(=O)CN(c1ccc(F)cc1)S(=O)(=O)c1ccccc1 | 3 | -5 | -3 | -9 | -0.8 | 2 | -4 | -9 | i | -0.8
CC1=Nc2ccc(C)cc2N(Cc2ccccc2)C(=O)C1 | -1 | -13 | 3 | -3 | -0.1 | -5 | 1 | -11 | i | -0.2
CN(C)CCN(Cc1ccco1)c1ccccn1 | -1 | -12 | -5 | 11 | -2.7 | 3 | -2 | 5 | i | -0.2
COc1cccc(-c2nn3c(-c4cc(C)[nH]n4)nnc3s2)c1 | 1 | 0 | 0 | 8 | -1.2 | -1 | 0 | 7 | i | -0.2
COc1cccc(C2/C(=C(/O)c3ccc(F)cc3)C(=O)C(=O)N2CCN(C)C)c1 (stereo not drawn) | -1 | -8 | 0 | 4 | -2.7 | 0 | 1 | 3 | i | -0.7
O=C1CC2(CCCC2)Oc2ccc(F)cc21 | 1 | -2 | 3 | 1 | 1.4 | -2 | 1 | 17 | i | -0.3
O=C(NCc1ccc(Cl)cc1)c1ccc(COCC(F)(F)F)o1 | 0 | -3 | 4 | -19 | -0.8 | 5 | -24 | 1 | i | -0.2
CC(CNC(=O)Cn1ccc(NC(=O)OCc2ccccc2)nc1=O)c1ccccc1 (stereo not drawn) | 0 | 0 | 1 | -8 | -1.0 | 7 | -1 | 21 | i | -0.1
CCOc1cc(/C=C(/C#N)c2nc3ccccc3[nH]2)ccc1Oc1ccc([N+](=O)[O-])cn1 | 0 | -1 | -5 | -21 | 2.2 | 35 | 54* | 8 | . | 0.6
CC(C)CCC1(CCNC(C)c2cccs2)CCOC(C)(C)C1 (stereo not drawn) | -2 | 0 | 1 | 0 | -0.6 | -1 | -4 | 0 | i | -0.3
Cc1ccc(C(=O)Nc2ccc(S(=O)(=O)N3CCOCC3)cc2)cc1Br | 0 | -1 | 6 | -5 | 3.3 | -1 | -2 | 12 | i | -0.5
CN(C)c1ccc(/C=C2\SC(N3CCCCC3)=NC2=O)cc1 | 6 | -1 | -52 | -251 | 2.8 | 2 | 5 | 2 | i | -2.2
COc1cc(CNC(C)(C)CO)ccc1OCC(=O)Nc1ccc(Br)cc1 | -2 | -5 | 4 | -11 | 0.1 | -1 | -5 | -5 | i | 0.7
CCN(CC(=O)NCc1ccc(Cl)cc1)C(=O)c1cc(S(=O)(=O)N2CCOCC2)ccc1C | 1 | 2 | 1 | -3 | 0.4 | 0 | -3 | -10 | i | -0.2
C[C@H](CO)N1C[C@H](C)[C@H](CN(C)C(=O)Nc2ccc(F)cc2)Oc2ccc(NC(=O)NC3CCCCC3)cc2CC1=O | 2 | 0 | 8 | 12 | -1.5 | 2 | 0 | 3 | i | -0.4
Cc1cccc(C(=O)NCC(=O)NCC(c2ccco2)N2CCCCC2)c1 (stereo not drawn) | -2 | -5 | -21 | -34 | -9.0 | -3 | 0 | -1 | i | -0.5
COc1cc(/C=C(\C#N)C(=O)NCC2CCCO2)ccc1O (stereo not drawn) | -2 | -4 | -8 | -18 | -2.9 | 6 | -2 | 7 | i | -0.3
c1nc(N2CCOCC2)c2c3c(sc2n1)CCCC3 | -2 | -2 | -2 | -22 | -0.8 | -6 | 11 | 24 | i | -0.3
COc1ccc(C2c3c(noc3C)CC(C)(O)C2C(C)=O)cc1 (stereo not drawn) | 2 | 0 | 5 | 10 | -1.3 | -1 | -4 | 0 | i | -0.1
O=C(NCCc1ccc(Cl)cc1)c1ccc2nccnc2c1 | -3 | -2 | -20 | -11 | -0.2 | 1 | 3 | 20 | i | -0.1
COC(=O)Cn1c2ccccc2c2nc(=O)cc(C)n21 | 0 | -6 | -6 | 10 | -0.8 | -2 | -5 | -7 | i | -0.4
CC1C(=O)N(Cc2cn(CCC3OCCO3)nn2)CCS(=O)(=O)N1Cc1ccc(-c2ccccc2)cc1 (stereo not drawn) | -2 | . | 4 | -10 | 1.2 | 6 | 3 | 19 | i | -0.9
COc1ccc(-c2cc(C(=O)Nc3cccnc3)c3ccccc3n2)cc1OC | 1 | 0 | -7 | 3 | 1.0 | -9 | 6 | 25 | . | -0.2
CC(C)(C)N1CC(c2nc3ccccc3n2Cc2ccccc2)CC1=O (stereo not drawn) | 1 | -4 | -4 | 3 | 0.7 | 0 | 0 | -9 | i | 0.3
COc1cc(C(=O)N2CCN(c3ccc(C)cc3C)CC2)cc(OC)c1OC | -1 | 4 | 2 | 8 | -1.2 | 0 | 1 | -1 | i | 0.3
COCCN1CCC(CNCc2cn[nH]c2-c2ccc(C)c(C)c2)C1 (stereo not drawn) | -2 | -14 | -36 | 0 | -6.0 | -3 | -6 | 4 | i | 1.8
COCCNC(=O)CC(NS(=O)(=O)c1ccc(NC(C)=O)cc1)C(C)C (stereo not drawn) | -3 | -9 | 1 | 6 | -0.6 | -4 | 0 | 17 | i | -0.5
CN1OC[C@@H]2CN[C@H](c3ccc(-c4cc5ccccc5o4)cc3)C[C@@H]21 | -1 | . | -26 | 1 | -1.8 | 11 | -2 | 15 | i | -0.5
Cc1ncc(CN2CCN(Cc3ccccc3)C(CCO)C2)s1 (stereo not drawn) | 2 | -10 | 1 | -4 | -0.8 | 1 | 1 | 2 | i | -0.1
CC(=O)c1cccc(OCC(=O)NC2CCCCCC2)c1 | -2 | -3 | 8 | 8 | 0.0 | 1 | -2 | 6 | i | -0.3
Cc1ccc(C)c(C(=O)NCc2ccncc2)c1 | -2 | -6 | 1 | -8 | -1.1 | 4 | 0 | 9 | i | 0.0
COCc1cc(C)n(CC(=O)Nc2ccc(N3CCOCC3)c(Cl)c2)c(=O)c1C#N | 0 | -7 | -3 | 1 | -0.9 | 0 | 5 | 7 | i | -0.4
CC(=O)Nc1cccc(NC(=O)C(=O)NCC(c2ccco2)N2CCc3ccccc3C2)c1 (stereo not drawn) | 2 | -8 | -6 | 8 | 0.1 | -4 | -4 | 2 | i | -0.3
COc1ccc(-c2nnc(SCC(=O)N3c4ccccc4Sc4ccccc43)o2)cc1 | 2 | -18 | 0 | 12 | 3.1 | -2 | 6 | 3 | i | -1.8
C=CCn1c(=O)c2ccccc2n2c(SCC(N)=O)nnc12 | -1 | -2 | 0 | 16 | -1.8 | 0 | -4 | -17 | i | -0.8
O=C(NCCN1CCC(n2c(=O)[nH]c3ccccc32)CC1)c1ccc(Cl)cc1 | . | . | 2 | 11 | 4.2 | . | -6 | 4 | i | -0.9
COc1ccc([N+](=O)[O-])cc1NC(=O)COC(=O)C1CC1 | 2 | -12 | 0 | -6 | -2.0 | 1 | -6 | -14 | i | -0.3
Cc1ccc(NC(=S)N(CCCN2CCOCC2)Cc2ccco2)cc1C | 12 | -6 | 11 | 4 | -0.2 | 1 | -6 | 7 | i | 0.8
CC(=O)c1sc2nc(SCC(=O)NCCc3ccccc3)[nH]c(=O)c2c1C | 0 | 4 | -14 | -6 | -0.5 | 3 | -3 | 0 | i | -0.2
COc1cccc(C(C(=O)NC2CCCCC2)N(C(=O)c2csnn2)C2CC2)c1 (stereo not drawn) | 3 | -1 | 5 | 5 | -0.9 | 0 | -12 | 18 | i | -0.1
Cc1cc2nnc(SCC(=O)N3CCN(c4ccccc4)CC3)n2c(N)n1 | 2 | 15 | -3 | -6 | -0.5 | -2 | -1 | 25 | i | -0.2
CN1C(=O)NC2C1N(S(C)(=O)=O)CCN2S(C)(=O)=O (stereo not drawn) | 0 | -5 | 1 | -3 | 0.6 | -27 | 4 | 4 | i | -1.1
CCCN(Cc1ccccc1)C(=S)Nc1ccc(SC(F)F)cc1 | -1 | -7 | -1 | -7 | 1.7 | 11 | -9 | -1 | i | 0.9
CCOc1cc(C2C(C(=O)c3ccc(C)cc3)=C(C(=O)OC)Nc3nnnn32)ccc1O (stereo not drawn) | -7 | -3 | -9 | -5 | -5.5 | 2 | -1 | 8 | i | -0.8
COc1ccc(S(=O)(=O)N(C)C2(C)CCS(=O)(=O)C2)cc1OC (stereo not drawn) | 2 | -3 | 6 | 4 | -0.4 | -1 | -1 | -1 | i | -0.1
Fc1ccc(CNCC2CCCO2)cc1 (stereo not drawn) | 0 | -5 | -8 | 10 | -1.2 | 2 | -4 | -17 | i | 0.3
COc1ccc(CN(C)CC(=O)Nc2cccc(S(=O)(=O)N3CCCC3)c2)cc1F | 1 | 0 | 8 | -3 | -1.0 | -8 | -4 | 5 | i | 0.2
C=CCC(=O)NC(C)c1cnn(-c2ccccc2C)c1C (stereo not drawn) | -2 | 9 | -1 | 11 | -0.7 | 1 | -6 | -7 | i | -0.2
CCC(C)[C@H](NC(=O)NCCCc1ccccc1)C(=O)OC (stereo partly drawn) | 0 | -2 | 0 | 11 | -0.4 | -2 | -1 | 4 | i | -0.1

Three of these compounds, reformatted:
COC(=O)CN(c1ccc(F)cc1)S(=O)(=O)c1ccccc1
  STEP inh = 3	Scp-1 inhibitor = -5	SUMO1-SIM PPI = -3	NRP1-CendR mod = -9	LMPTP block = -0.8	DNMT1 block = 2	NadD block = -4	SKN-1 inh = -9	Neddylation inh = i	Tb MetRS inh = -0.8

C[C@H](CO)N1C[C@H](C)[C@H](CN(C)C(=O)Nc2ccc(F)cc2)Oc2ccc(NC(=O)NC3CCCCC3)cc2CC1=O
  STEP inh = 2	Scp-1 inhibitor = 0	SUMO1-SIM PPI = 8	NRP1-CendR mod = 12	LMPTP block = -1.5	DNMT1 block = 2	NadD block = 0	SKN-1 inh = 3	Neddylation inh = i	Tb MetRS inh = -0.4

CC1=Nc2ccc(C)cc2N(Cc2ccccc2)C(=O)C1
  STEP inh = -1	Scp-1 inhibitor = -13	SUMO1-SIM PPI = 3	NRP1-CendR mod = -3	LMPTP block = -0.1	DNMT1 block = -5	NadD block = 1	SKN-1 inh = -11	Neddylation inh = i	Tb MetRS inh = -0.2

Quoted from the listing:
CC(=O)Nc1cccc(NC(=O)C(=O)NCC(c2ccco2)N2CCc3ccccc3C2)c1 (stereo not drawn) in STEP inh is listed with 2
CC1C(=O)N(Cc2cn(CCC3OCCO3)nn2)CCS(=O)(=O)N1Cc1ccc(-c2ccccc2)cc1 (stereo not drawn) in SUMO1-SIM PPI is listed with 4

Screening results from PubChem BioAssay.
